Source: PubChem (Broad Institute)
ERAP1 HTS inh – inhibitors of human ERAP1 aminopeptidase. hit rate 0.15% among 340,000. inhibition, % at 10.7 µM. recombinant ERAP1, Leu-AMC fluorescence, 60 min. Q9NZ08;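 active means mean replicate inhibition of at least 30%, or all replicates individually reaching that 30% level; inactive means mean below 30% and not every replicate reaching it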;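 further: 0% = neutral control wells and 100% = L-leucinethiol positive control wells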
PGC1a acetyl inh – PGC1a acetylation modulation, inhibitor mode | U2OS PGC1a acetylation, AlphaScreen anti-acetyl-lysine; with virally co-expressed GCN5 acetyltransferase | inhibition, % at 15.6 µM | hit rate 0.17% among 350,000;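 active means every replicate shows inhibition of at least 40%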;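 further: 0% = neutral control wells and 100% = positive control wells; some results beyond the cut were filed as inactive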
RAD54 branch – RAD54 (human) branch migration inhibition | Q92698 | RAD54 Holliday junction branch migration, FAM/BHQ fluorescence | inhibition, % at 10.4 µM | hit rate 0.14% among 360,000 | AID 602329;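 active means mean normalized replicate activity at least 40 and at least half of replicates scoring 40 or more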;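 further: 0% = median of neutral control wells and 100% = median of positive control wells; inhibitors cause a drop in the FAM fluorescence signal; in these data hits start at about 50%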
Target sequence (Q92698 whole entry, looked up): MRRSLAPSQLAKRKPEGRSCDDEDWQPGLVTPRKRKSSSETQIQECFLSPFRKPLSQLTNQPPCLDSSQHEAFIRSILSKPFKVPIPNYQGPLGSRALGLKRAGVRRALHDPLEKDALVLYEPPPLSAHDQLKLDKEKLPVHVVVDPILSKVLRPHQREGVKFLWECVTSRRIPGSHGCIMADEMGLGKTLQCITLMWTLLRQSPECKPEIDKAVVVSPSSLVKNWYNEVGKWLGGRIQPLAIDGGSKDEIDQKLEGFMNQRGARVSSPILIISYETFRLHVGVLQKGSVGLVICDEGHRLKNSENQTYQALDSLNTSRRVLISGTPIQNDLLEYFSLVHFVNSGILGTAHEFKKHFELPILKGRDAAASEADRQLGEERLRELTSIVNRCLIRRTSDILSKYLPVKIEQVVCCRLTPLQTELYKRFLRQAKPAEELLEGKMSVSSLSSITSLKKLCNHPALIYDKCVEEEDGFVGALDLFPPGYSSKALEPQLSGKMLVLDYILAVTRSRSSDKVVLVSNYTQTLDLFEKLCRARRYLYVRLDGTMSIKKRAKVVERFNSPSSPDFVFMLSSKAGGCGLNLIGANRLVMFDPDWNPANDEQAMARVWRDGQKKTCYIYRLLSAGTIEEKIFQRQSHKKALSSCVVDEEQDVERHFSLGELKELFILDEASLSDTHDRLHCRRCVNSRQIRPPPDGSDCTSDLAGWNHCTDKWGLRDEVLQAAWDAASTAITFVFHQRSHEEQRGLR
Cneo AK release – Cryptococcus neoformans lysis via adenylate kinase release. lysis activity, % at 15 µM. hit rate 0.2% among 360,000. C. neoformans lysis, adenylate kinase release luminescence, 4 h; normalised: neutral wells 0, clomiphene wells 100;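 active means mean lysis activity across replicates of at least 80%, whatever share of replicates individually reach that level; inactive means mean lysis activity below 80%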
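Material: C. neoformans cells | Amount: Yeast cell density of 5 × 10^6 cells/mL | Medium: Fresh YPD growth medium | Dosing: Single dose | Times: Static 4 h at 37 °C with compound, 1 h detection | Detection: AK luminescence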
RAD52 anneal inh – blocks human RAD52 DNA annealing | P43351 | recombinant RAD52 DNA annealing, FRET fluorescence | inhibition, % at 18.7 µM | hit rate 0.46% among 360,000 | AID 651710;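 active means every replicate showing at least 50% inhibition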
miR-122 sensor – miR-122 inhibition in Huh7 cells; Huh7 miR-122 Renilla luciferase sensor, 48 h; neutral wells = 0, positive control = 100; activation (reporter increase), % at 12.5 µM; hit rate 0.3% among 340,000;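 active means mean replicate activation score at least 90 and every replicate individually at or above 90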;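 further: higher luciferase means less miR-122 activity so hits act as miR-122 inhibitors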
E-sel inducer – E-selectin induction on HUVECs. activation, % at 7.58 µM. hit rate 0.37% among 260,000. HUVEC E-selectin immunofluorescence imaging; normalized: neutral wells 0, TNF-alpha wells 100. P16581. AID 686992;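 active means mean E-selectin-positive cell signal at least 10% of the positive control, reached in at least 60% of replicates, without over 20% cell loss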;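 further: in these data hits start at about 27%; measured in HUVEC primary endothelial cells; signal is the percent of cells scored E-selectin positive by PE staining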
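Material: HUVEC primary endothelial cells; Amount: 3,000 cells per well; Dosing: single concentration; Medium: EGM-2 growth medium on 0.1% gelatin-coated wells; Read-out basis: percent E-selectin-positive cells; Signal: immunofluorescence imaging; Control set: TNF-alpha, DMSO.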
PglD DTNB – PglD (C. jejuni) enzyme inhibition | purified PglD enzyme, DTNB colorimetric CoA detection | inhibition, % at 12.5 µM | hit rate 0.098% among 360,000 | AID 602405; in the data active means inhibition above about 16%, passing the limit was not always enough; further: strong numbers were not always called active
* = called active by the depositor; . = no result given; & = joins results of further samples; [ ] = dose if it differs, or a comment.

SMILES	ERAP1 HTS inh	PGC1a acetyl inh	RAD54 branch	Cneo AK release	RAD52 anneal inh	miR-122 sensor	E-sel inducer	PglD DTNB
CC(C)Oc1ccc(/C(O)=C2/C(=O)C(=O)N(CCN(C)C)C2c2ccco2)cc1 (configuration not stated)	.	-2.3	-7.7	3.0	.	-6.1	.	5.3
O=C(C[C@H]1CC[C@H]2[C@@H](COC[C@H](O)CN2S(=O)(=O)c2ccc(Cl)cc2)O1)N[C@@H]1CCN(Cc2ccccc2)C1	0.5	3.4	-6.2	-2.6	-0.2	-0.1[16.7 µM]	-0.1	4.1
Cc1noc(NS(=O)(=O)c2ccc(NC(=O)CCC3CCCCC3)cc2)c1C	.	-1.5	8.3	0.1	.	-1.3	.	2.2
CC(CNS(=O)(=O)c1ccccc1)(c1ccccc1)N1CCOCC1 (configuration not stated)	4.0	-1.1	-0.9	0.5	3.0	14.5	2.0	3.6
CCc1cc[n+](-c2nc([O-])sc2C=O)cc1	.	7.3	-62.3	3.1	.	-1.9	.	4.1
COCC(=O)N1[C@H](CO)[C@H](c2ccccc2)C12CN(C(=O)Cc1ccccn1)C2	1.1	11.3	.	.	-422.1	.	0.0	.
C[C@H](CO)N1C[C@H](C)[C@@H](CN(C)Cc2ccccc2)Oc2cc(C#CC(C)(C)O)ccc2S1(=O)=O	-2.1	-4.8	3.8	0.0	4.3	34.5[16.7 µM]	0.0	0.8
COc1cccc(NC(=O)C(Sc2nnc(-c3ccncc3)n2-c2ccc(Cl)cc2)c2ccccc2)c1 (configuration not stated)	1.6	-13.5	-2.0	9.2	4.2	1.1	.	1.3
CC1(CNC(=O)C(=O)NCC2(C)CO2)CO1 (configuration not stated)	-1.4	1.4	1.2	-0.9	-10.7	-10.6	-0.1	-1.0
CC1CC(C)CN(S(=O)(=O)c2ccc3c(c2)oc(=O)n3CC(=O)N2CCOCC2)C1 (configuration not stated)	6.9	4.0	-5.9	-0.2	-2.6	-7.7	2.1	0.4
COc1ccccc1NC(=O)CSc1nnnn1C1CCCC1	6.6	-8.9	-3.2	-0.9	-15.3	-5.3	.	-4.8
O=S(=O)(N[C@H]1CC[C@H](CCn2cc(-c3ccccn3)nn2)O[C@@H]1CO)c1cccc(Cl)c1	-2.2	-0.3	-7.5	3.8	-7.8	3.8[16.7 µM]	0.2	4.9
CCC(C)c1ccccc1NC(=O)CN(C)CC(=O)Nc1ccccc1SC (configuration not stated)	-4.2	.	-0.7	-3.0	-6.7	.	.	-1.4
O=C(Nc1cccc(Br)c1)c1ccc(CSc2ccccc2)cc1	2.2	-13.5	-4.4	0.6	-6.2	1.0	-1.1	0.2
O=C(NCC1CCCO1)c1ccc2c(=O)n(Cc3ccc(Cl)cc3)c(=S)[nH]c2c1 (configuration not stated)	0.8	-3.1	.	.	-12.2	.	2.0	.
O=C(NCC[C@H]1CC[C@@H](NC(=O)c2cccnc2)[C@H](CO)O1)Nc1ccc(F)cc1	-0.5	10.1	5.1	5.3	12.2	.	1.3&-1.8	-0.4
O=C(Oc1ccc(C(=S)N2CCOCC2)cc1)c1ccc([N+](=O)[O-])cc1[N+](=O)[O-]	-2.0	.	-0.6	1.1	-27.5	-3.5	.	0.8
COc1ccc(C(=O)NCC(=O)N/N=C/c2cn(C)c3ccccc23)cc1OC	1.0	.	-14.5	-0.7	-41.3	-2.2	1.3	1.8
CCCCNC(=O)C1CCN(c2nc(C)cc(C)n2)CC1	-3.7	-9.1	.	.	-5.6	3.9	.	.
CCCn1c2ccccc2c2cc(C(=O)O)ccc21	.	1.8	10.0	-1.7	-120.5	-1.2	0.8	0.9
Cc1c(CC(=O)NCCCCCC(=O)O)c(=O)oc2cc3c(cc12)CCC(C)(C)O3	-21.1	-3.5	-5.2	-2.5	-5.2	-1.9	-0.1	2.6
CC(C)NC(=O)C(c1ccc(F)cc1)N(C(=O)CCC(=O)Nc1ccccn1)C1CCCCC1 (configuration not stated)	-6.8	.	9.2	0.4	-6.1	-0.6	.	2.6
O=C(NC(=S)Nc1ccc(N2CCOCC2)cc1)c1ccco1	.	1.6	12.4	-12.5	.	1.6	.	0.6
C[C@H]1CN([C@@H](C)CO)C(=O)c2cc(C#Cc3ccccn3)cnc2O[C@H]1CN(C)C(=O)c1cnccn1	1.7	2.9	0.6	2.4	-30.9	0.1[16.7 µM]	-0.1	4.9
CCC(=O)N(C)C[C@@H]1Oc2cc(C#CC3(O)CCCC3)ccc2S(=O)(=O)N([C@H](C)CO)C[C@H]1C	-3.7	-6.0	2.7	-2.6	2.8	-2.4[16.7 µM]	0.0	1.1
SMILES	ERAP1 HTS inh	PGC1a acetyl inh	RAD54 branch	Cneo AK release	RAD52 anneal inh	miR-122 sensor	E-sel inducer	PglD DTNB
O=C(Nc1ccccc1Cl)OC1CCCCC1	-4.2	5.1	-8.3	0.7	-12.0	-5.2	.	1.2
Cc1ccnc(NC(=O)CCCc2c[nH]c3ccccc23)c1	-1.8	-1.3	-3.9	-0.8	-19.7	0.4	.	-2.6
CC(=O)Nc1ccc(S(=O)(=O)Nc2nnc(Cc3ccc(Cl)cc3)s2)cc1	23.9	.	-5.3	0.4	-10.4	-2.4	.	-3.0
CC1(C(=O)NCc2cccnc2)Cc2c(-c3cccc(C(F)(F)F)c3)ccnc2O1 (configuration not stated)	2.0	13.2	-11.7	-0.1	-1.2	1.6	0.0	-1.8
O=c1c2cc([N+](=O)[O-])cc([N+](=O)[O-])c2[nH]n1-c1ccccc1	6.6	-0.2	-4.6	0.5	7.7	.	0.3	-3.3
Cc1cccc(CNC(=O)Cn2ccc3cc(S(=O)(=O)N4CCCC4)ccc32)c1	1.7	-1.5	-8.2	2.3	-9.3	3.2	.	1.8
CC(NC(=O)C1CCCN(S(=O)(=O)N2CCOCC2)C1)c1ccccc1 (configuration not stated)	-3.9	.	-10.1	-0.5	3.0	.	.	2.4
Cc1cc(NCCCN2CCOCC2)n2nc(C)c(-c3ccc(F)cc3)c2n1	.	-30.3	3.8	3.0	.	4.4	.	-0.8
CC(=O)Nc1cccc(-c2cc(NC=O)c3ncc(-c4cccc(C(C)=O)c4)n3c2)c1	1.8	-9.9	4.6	-0.9	-19.4	-10.1	-0.3	1.1
COCCn1c(SC(C)C(=O)NCC2CCCO2)nc2scc(-c3ccc(F)cc3)c2c1=O (configuration not stated)	2.2	.	2.3	-1.0	-29.4	.	.	0.0
COc1ccc(-n2nc(C(=O)NCC(=O)N3CCN(c4ccccc4F)CC3)c3ccccc3c2=O)cc1	-2.5	-12.4	-13.7	-3.4	-6.9	-5.1	.	-3.0
CCOc1ccc2nc(N(CCCN(C)C)C(=O)c3ccc(S(=O)(=O)N4CCCC4)cc3)sc2c1	3.4	.	8.6	-3.3	12.2	.	.	3.6
COc1ccc(C(C)NS(=O)(=O)Cc2ccccc2)cc1 (configuration not stated)	0.8	.	-4.9	0.6	-15.3	.	.	-1.2
CCOc1ccc(NC(=O)c2ccc(NC(=O)Cc3n[nH]c(=O)c4ccccc34)cc2)cc1	-1.3	20.9	-10.2	-0.7	-11.7	-9.2	0.4	1.4
COc1cc(NC(C)=O)c2ncccc2c1Br	-1.3	-1.8	4.7	-1.1	-5.9	2.4	1.3	3.5
c1ccc2[nH]c(NCc3ccc4c(c3)OCO4)nc2c1	2.1	.	6.8	-5.8	-5.3	-2.4	.	-3.7
CC1CCCCC1NC(=O)CCS(=O)(=O)c1cc2c(cc1Cl)NC(=O)CO2 (configuration not stated)	-1.9	.	-4.5	-1.1	4.9	.	.	-0.3
COc1ccc(C(O)c2nc(-c3cccs3)cs2)cc1 (configuration not stated)	1.3	-0.9	-6.9	-0.5	-3.0	2.7	2.6	4.6
NC(=O)c1ccccc1OCC(=O)NC12CC3CC(CC(C3)C1)C2	.	-1.9	5.8	-1.4	.	-2.8	.	-5.7
Cc1nnc(NC(=O)COc2ccc3c(C)cc(=O)oc3c2)s1	.	3.0	0.3	-9.2	.	-2.1	.	0.3
C=CCN(CC=C)C(=O)c1cc(Cl)ccc1[N+](=O)[O-]	1.3	2.8	9.8	-1.9	-18.9	1.1	.	4.0
C[C@@H]1CN(c2c(F)c(F)c3c(=O)c(C(=O)O)cn(C4CC4)c3c2F)C[C@H](C)N1	0.5	6.6	6.6	0.7	3.7	-4.2	-0.1	-2.8
O=C(C[C@H]1CC[C@H]2[C@@H](COC[C@@H](O)CN2CC2CCOCC2)O1)NCc1ccc(Cl)cc1	0.2	11.0	3.8	2.6	4.6	2.3[16.7 µM]	-0.2	1.0
Cc1nnc(SCC(=O)N2CC(C)OC(C)C2)n1-c1ccccc1 (configuration not stated)	2.1	1.0	-9.6	-1.5	-14.9	-1.1	.	-2.0
COc1ccc(Cl)cc1CNC[C@H]1O[C@@H](n2ccc(N)nc2=O)[C@H](O)[C@@H]1O	-1.4	13.3	-5.0	2.8	-5.0	5.6	-0.1	3.5
SMILES	ERAP1 HTS inh	PGC1a acetyl inh	RAD54 branch	Cneo AK release	RAD52 anneal inh	miR-122 sensor	E-sel inducer	PglD DTNB
C[C@@H]1CCCCO[C@H](CN(C)Cc2ccc3c(c2)OCO3)[C@@H](C)CN([C@H](C)CO)C(=O)c2cc(NC(=O)Nc3cccc4ccccc34)ccc2O1	.	-12.6	1.9	0.0	.	0.9[16.7 µM]	0.4	0.7
CCOCCCNc1nc(-c2ccccc2)nc2ccccc12	2.8	.	7.7	8.4	3.4	.	0.1	0.8
C[C@H](CO)N1C[C@H](C)[C@H](CN(C)S(=O)(=O)c2ccc(Cl)cc2)OCCCC[C@H](C)Oc2ccc(NC(=O)Cc3ccccc3)cc2C1=O	2.1	8.9	-8.1	-4.6	1.9	-7.4[16.7 µM]	0.8	-3.4
C[C@H](CO)N1C[C@H](C)[C@@H](CN(C)CC2CC2)Oc2c(NS(=O)(=O)c3ccccc3)cccc2C1=O	-4.4&-1.4	2.3&-13.5	10.9&-2.4	-6.8&-2.0	1.2&-18.4	23.6[16.7 µM]	-8.7&-0.1	-6.8&-4.7
CC1(C)Cc2c(sc3c2c(=O)n(Cc2ccccc2)c2nncn32)CO1	.	2.6	-5.8	1.6	.	-6.5	.	3.6
O=C1CN2C(=Nc3ccc(Cl)cc3C2c2ccccc2)CN1 (configuration not stated)	.	23.3	12.1	0.0	.	-3.1	.	-1.5
O=C(Nc1nc2ccccc2s1)C1c2ccccc2Oc2ccccc21	.	-9.0	3.9	1.4	.	2.3	1.1	0.4
CC1=NN2C(=N)/C(=C\c3cc(C)n(-c4ccccc4)c3C)C(=O)N=C2S1	-1.4	4.3	.	.	-38.7	-3.4	.	.
COCCNC(=O)C(NC(=O)C1CCCCC1)C12CC3CC(CC(C3)C1)C2 (configuration not stated)	5.4	-1.5	-1.2	-7.3	-5.0	-0.1	.	12.1
CCOC(=O)c1cnc2nc(NCc3ccc(OCc4ccccc4)cc3)[nH]n2c1=O	.	-10.7	-3.3	-0.4	.	3.7	.	-2.8

Three entries from above, field by field.
Cc1cccc(CNC(=O)Cn2ccc3cc(S(=O)(=O)N4CCCC4)ccc32)c1
  ERAP1 HTS inh: 1.7
  PGC1a acetyl inh: -1.5
  RAD54 branch: -8.2
  Cneo AK release: 2.3
  RAD52 anneal inh: -9.3
  miR-122 sensor: 3.2
  E-sel inducer: .
  PglD DTNB: 1.8

CC(NC(=O)C1CCCN(S(=O)(=O)N2CCOCC2)C1)c1ccccc1 (configuration not stated)
  ERAP1 HTS inh: -3.9
  PGC1a acetyl inh: .
  RAD54 branch: -10.1
  Cneo AK release: -0.5
  RAD52 anneal inh: 3.0
  miR-122 sensor: .
  E-sel inducer: .
  PglD DTNB: 2.4

Cc1cc(NCCCN2CCOCC2)n2nc(C)c(-c3ccc(F)cc3)c2n1
  ERAP1 HTS inh: .
  PGC1a acetyl inh: -30.3
  RAD54 branch: 3.8
  Cneo AK release: 3.0
  RAD52 anneal inh: .
  miR-122 sensor: 4.4
  E-sel inducer: .
  PglD DTNB: -0.8
